Screening results (PubChem BioAssay)
SENP7 inh – blocks the human protease SENP7. recombinant SENP7, Z-RLRGG-aminoluciferin luminescence, 40 min. inhibition, % at 5 µM. hit rate 1.5% among 330,000;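 active = inhibition above about 50% at the single test dose, limit read from the data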;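 also: plate controls were DMSO with enzyme for no effect and no enzyme buffer wells for full effect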
ATG4B inh – inhibitors of human ATG4B cysteine protease | Q9Y4P1 | ATG4B cleavage of LC3-PLA2, NBD-HPC fluorescence, 1 h | inhibition, % at 8.33 µM | hit rate 0.51% among 340,000 | AID 504462; in the data active = inhibition above about 40%
Target sequence (Q9Y4P1 whole entry, looked up): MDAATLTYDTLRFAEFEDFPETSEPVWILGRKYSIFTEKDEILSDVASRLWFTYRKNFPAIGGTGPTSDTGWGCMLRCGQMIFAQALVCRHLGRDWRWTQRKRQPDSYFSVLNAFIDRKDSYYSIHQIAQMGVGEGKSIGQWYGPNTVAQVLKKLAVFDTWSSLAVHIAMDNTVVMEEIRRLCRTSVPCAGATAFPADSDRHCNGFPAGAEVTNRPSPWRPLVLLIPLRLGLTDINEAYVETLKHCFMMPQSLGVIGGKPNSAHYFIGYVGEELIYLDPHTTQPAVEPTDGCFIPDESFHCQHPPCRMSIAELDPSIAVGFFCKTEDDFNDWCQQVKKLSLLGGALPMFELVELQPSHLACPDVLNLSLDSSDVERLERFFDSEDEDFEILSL
PfG6PD inh – PfG6PD (Plasmodium falciparum) enzyme inhibition | PfGluPho enzyme, NADPH resazurin-diaphorase fluorescence | hit rate 0.78% among 350,000 | AID 504690 | inhibition, % at 20 µM;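 active = inhibition reaching at least a set limit at 20 µM in the primary screen, cut at about 59% in these data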;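 also: 0% = DMSO wells with substrate and 100% = DMSO wells lacking glucose-6-phosphate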
HKDC1 inhibitor – inhibitors of human hexokinase HKDC1. inhibition, % at 20 µM. hit rate 0.16% among 340,000. Q2TB90. recombinant HKDC1, G6PDH/diaphorase resazurin coupled fluorescence;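 active = inhibition above about 35% when tested at 20 µM, limit read from the data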;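 also: plate controls were DMSO wells with enzyme for no effect and DMSO wells lacking enzyme for full effect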
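Assay system – recombinant HKDC1 (HK5) hexokinase enzyme, produced in-house · Input – HKDC1 at 5 µg/mL · Reagent – glucose plus 1 mM ATP as hexokinase substrates · Timing – 90 min reaction incubation at room temperature, dark · Measured by – G6PDH/diaphorase-coupled fluorescence, 1 mM NADP, 100 µM resazurin, 525/613 nm · Benchmarks – DMSO-enzyme wells negative, buffer-substituted wells positive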
GRIN3A LBD mod – modulates the human NR3A ligand-binding domain. NR3A LBD differential scanning fluorimetry, Tm shift; 0% = protein alone, 100% = glycine-bound protein. Tm shift relative to glycine control, % at 25 µM. hit rate 2.5% among 340,000. AID 1259313;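 active = melting temperature shift of at least 10% of the positive control shift, at one fixed dose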
SENP6 inh – SENP6 protease inhibition. hit rate 1.8% among 330,000. inhibition, % at 10 µM. Recombinant SENP6 catalytic domain, aminoluciferin luminescence;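 active = inhibition above about 50% at the single tested dose, limit read from the data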;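 also: plate controls were DMSO wells with enzyme for no effect and DMSO wells lacking enzyme for full effect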
Target sequence (Q9GZR1 628-1112 limits assumed): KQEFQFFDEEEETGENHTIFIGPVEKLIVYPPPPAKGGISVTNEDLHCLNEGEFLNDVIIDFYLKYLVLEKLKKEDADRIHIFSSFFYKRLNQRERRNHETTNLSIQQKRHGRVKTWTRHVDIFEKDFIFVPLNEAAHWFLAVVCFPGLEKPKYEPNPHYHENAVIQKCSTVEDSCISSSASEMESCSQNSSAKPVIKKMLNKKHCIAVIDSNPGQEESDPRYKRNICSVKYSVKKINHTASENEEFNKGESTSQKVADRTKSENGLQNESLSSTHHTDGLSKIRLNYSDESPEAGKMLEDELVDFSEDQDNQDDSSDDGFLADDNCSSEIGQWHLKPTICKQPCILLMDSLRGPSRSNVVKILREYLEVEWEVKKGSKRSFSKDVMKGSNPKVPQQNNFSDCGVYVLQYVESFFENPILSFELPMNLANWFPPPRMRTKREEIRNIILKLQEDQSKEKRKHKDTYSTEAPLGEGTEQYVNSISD
MPTP block – blocks calcium-induced mitochondrial swelling | isolated mouse mitochondria, Ca2+ swelling absorbance, 30 min | inhibition, % at 10 µM | hit rate 1.4% among 360,000;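 active = inhibition of 50% or more, scaled per plate between neutral and stimulator controls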;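 also: 0% = DMSO wells given calcium and 100% = 1 mM EGTA wells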
SENP8 inh – blocks human SENP8 cleavage of Nedd8 substrate | Q96LD8 | recombinant SENP8, Nedd8 substrate fluorescence | inhibition, % at 20 µM | hit rate 0.64% among 360,000 | AID 602440; in the data active = inhibition mostly above about 40%, no sharp cut-off; inactive = mostly below about 27%
Target sequence (Q96LD8 whole entry, looked up): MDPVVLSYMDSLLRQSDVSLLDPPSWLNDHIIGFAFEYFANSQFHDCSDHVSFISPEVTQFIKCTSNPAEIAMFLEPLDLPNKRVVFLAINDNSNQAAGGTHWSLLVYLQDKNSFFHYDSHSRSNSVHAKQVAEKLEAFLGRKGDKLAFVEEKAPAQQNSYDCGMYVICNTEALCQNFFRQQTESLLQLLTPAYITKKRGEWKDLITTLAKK
* = called active by the depositor; . = not tested or not shown.

SMILES	SENP7 inh	ATG4B inh	PfG6PD inh	HKDC1 inhibitor	GRIN3A LBD mod	SENP6 inh	MPTP block	SENP8 inh
CC(C)COc1ccc(C(=O)NNC(=O)c2ccc(=O)[nH]c2)cc1	0.7	6.4	2.8	-5.6	2.2	-8.2	1.7	0.3
Cc1cc(OCC(O)CNC(C)(C)C)ccc1Cl (stereo unspecified)	1.4	1.6	-5.2	-6.5	1.0	-14.9	0.2	15.2
Cc1ccc(-c2ccc(/C=C3\C(=O)ON=C3c3ccccc3)o2)c([N+](=O)[O-])c1	-1.5	63.1*	70.1*	42.5*	-0.9	10.0	-4.5	20.5
COc1ccc(C(=O)C2CCN(C(=O)Nc3ccc(C)cc3)CC2)cc1	4.2	-4.9	5.4	-5.9	-0.5	0.5	-0.1	5.5
O=C(NCC1CCN(S(=O)(=O)c2ccccc2)CC1)Nc1ccc(F)cc1F	-12.4	-7.2	9.3	-2.7	-0.7	-13.2	4.7	0.0
Cc1nnc(NC(=O)CSc2nccn2-c2cccc(C)c2C)s1	-0.1	-3.4	-14.2	-4.6	0.6	-20.6	-0.9	3.8
O=C(NCCF)C1Nc2ccc(OC(F)(F)F)cc2C2C=CCC12 (stereo unspecified)	-8.0	6.7	7.9	-6.0	-1.4	2.5	-0.5	2.4
CC1(C)Cc2cccc(OCC(=O)Nc3ccccc3N3CCOCC3)c2O1	4.7	6.7	14.3	-0.8	1.9	9.4	1.4	7.6
Cn1cc(C(=O)Nc2ccc(Cl)c(Cl)c2)cn1	3.8	5.9	13.3	0.0	2.5	-1.5	2.9	26.2
COc1ccc(CC(=O)Nc2nc(C)cs2)cc1S(=O)(=O)N1CCOCC1	0.7	5.5	-5.6	0.7	-2.9	12.8	-2.1	20.5
Cc1ccc(Nc2ncnc3c2oc2ccccc23)cc1	33.3	0.2	-18.2	-7.8	7.2	66.3*	1.0	-283.4
O=S(=O)(Nc1ccc(O)c(Sc2nc3ccccc3s2)c1)c1ccc(F)cc1	9.5	-20.1	-1.0	0.7	9.3	9.1	77.8*	15.9
CCC(C)NCCCCOc1cc(C)cc(C(C)C)c1 (stereo unspecified)	-2.4	-4.5	-5.4	-8.7	-1.2	-10.2	0.7	1.4
CC1=CC2=NC(=O)/C(=C\c3cc(C)n(-c4ccc(F)cc4)c3C)C(=N)N2O1	-6.5	2.7	-6.2	-7.5	0.5	-12.5	1.3	-216.3
O=C(c1ccc(N2CCCC2=O)cc1)N1CCN(c2ccccc2O)CC1	-1.4	-8.8	3.5	4.0	-1.7	-6.1	0.3	5.7
O=C(O)c1cccnc1C(=O)O	1.4	-9.9	-7.3	-3.0	0.2	2.0	-0.7	41.2*
Cn1ccs/c1=N\C(=O)Nc1cccc(C(F)(F)F)c1	6.2	3.2	12.9	-0.8	-1.8	-5.8	0.2	6.6
CCOc1ccc(NC(=O)CCC(=O)c2ccc(OC)cc2)cc1	12.5	0.0	-0.2	-3.9	1.9	1.3	0.5	10.3
COc1ccc(/C=C2\Sc3ccc(C(=O)NCCN4CCCCCC4)cc3N(C)C2=O)cc1	5.0	19.5	4.4	10.4	-4.8	9.4	2.4	-8.1
O=C(CCCN1C(=O)/C(=C/c2ccco2)SC1=S)Nc1cccc(C(=O)O)c1	-0.8	-1.1	-1.4	4.7	-2.2	-7.6	1.0	33.4
CN(CC(=O)NC1(C)CCS(=O)(=O)C1)S(=O)(=O)c1ccc(Cl)cc1 (stereo unspecified)	-9.5	-2.9	-6.8	1.1	-0.4	5.9	1.7	1.7
COc1ccccc1CC(=O)N1CCN(C(=O)c2ccco2)CC1	-4.0	-4.5	1.2	6.0	-2.3	7.6	-0.7	9.0
COC(CNC(=O)c1ccc2c(c1)ncn2-c1cc(C)cc(C)c1)OC	-3.1	-6.2	12.4	-1.5	-11.4	14.5	0.0	10.4
CN(C(=O)c1cccc(NC(=O)Cc2ccc(NC(=O)C3CCN(S(=O)(=O)c4cccc([N+](=O)[O-])c4)CC3)cc2)c1)C1CCCC1	.	5.2	0.9	1.0	8.6	.	2.6	2.3

Record cards (already shown). Order of screens: SENP7 inh | ATG4B inh | PfG6PD inh | HKDC1 inhibitor | GRIN3A LBD mod | SENP6 inh | MPTP block | SENP8 inh
CCC(C)NCCCCOc1cc(C)cc(C(C)C)c1 (stereo unspecified) as listed: -2.4 | -4.5 | -5.4 | -8.7 | -1.2 | -10.2 | 0.7 | 1.4
O=C(CCCN1C(=O)/C(=C/c2ccco2)SC1=S)Nc1cccc(C(=O)O)c1 as listed: -0.8 | -1.1 | -1.4 | 4.7 | -2.2 | -7.6 | 1.0 | 33.4
CCOc1ccc(NC(=O)CCC(=O)c2ccc(OC)cc2)cc1 as listed: 12.5 | 0.0 | -0.2 | -3.9 | 1.9 | 1.3 | 0.5 | 10.3
COC(CNC(=O)c1ccc2c(c1)ncn2-c1cc(C)cc(C)c1)OC as listed: -3.1 | -6.2 | 12.4 | -1.5 | -11.4 | 14.5 | 0.0 | 10.4

Next entries follow:
SMILES	SENP7 inh	ATG4B inh	PfG6PD inh	HKDC1 inhibitor	GRIN3A LBD mod	SENP6 inh	MPTP block	SENP8 inh
Cn1c(=O)n(CC(=O)Nc2cccnc2)c2ccccc21	-0.1	-3.0	2.1	-10.1	1.4	4.3	-1.4	3.6
Cc1cc(NC(=O)C(Cl)Cl)cc2c1OCO2	.	4.9	3.4	-5.6	-1.0	.	-0.6	13.7
COc1cccc(-c2nc3c(c(SCC(=O)N4CCOCC4)n2)Cc2c(CO)cnc(C)c2O3)c1	2.3	-12.4	13.9	0.3	-1.1	2.4	-1.3	2.6
Cc1ccccc1C(=O)N1CCN(c2ccc(NC(=O)c3cccnc3Cl)cc2)CC1	2.8	2.0	-2.8	-1.6	-2.7	-9.6	-0.8	26.9
CCOc1ccc(NC(=O)COC(=O)C2CCC(=O)N2)c([N+](=O)[O-])c1 (stereo unspecified)	-6.3	-6.7	-3.2	-0.8	0.3	-1.3	0.5	7.4
CCOC(=O)C1=C(C(=O)OCC)N(CC2CCCCC2)CCC1=O	.	-3.9	-1.4	-8.2	0.2	.	1.7	13.2
Cc1cccc(C(=O)OCC(=O)NC2CC2)c1O	-6.6	0.4	7.6	-0.1	-5.9	-9.0	-0.8	-4.9
COc1cc(C(=O)Nc2nc3ccccc3[nH]2)ccc1OC(F)F	25.4	24.6	5.4	-7.3	-2.6	39.3	-0.2	-24.1
O=C(COC(=O)c1cccc(Cl)c1)NC1CCS(=O)(=O)C1 (stereo unspecified)	-0.3	15.3	-7.8	5.4	-2.2	-2.1	-1.0	13.1
CCOC(=O)c1cnc2cc(F)c(F)cc2c1N1CCOCC1	3.5	0.1	-5.7	-1.7	-0.6	0.7	-1.1	15.8
CCCc1c(C)nc2c(Br)cccc2c1Cl	3.6	-11.6	4.5	-2.3	0.1	-8.1	3.0	-6.6
O=C(NC1CCCCC1)NS(=O)(=O)c1ccc2c(c1)CCC2	.	3.5	-18.6	-2.5	1.4	.	-0.6	12.8
COc1ccc(-n2c(SCC(=O)Nc3ccc(C(=O)O)cc3)nnc2-c2cccs2)cc1	-4.3	-9.2	-9.6	-0.3	-2.2	3.1	-0.1	-33.8
COc1ccc(CNC(=O)Cn2c(=O)oc3cc(S(=O)(=O)N4CCCC4)ccc32)cc1	-2.6	-6.8	1.4	-5.7	-1.0	-12.7	-1.2	14.3
Cc1ccccc1CN1CCCC(C(=O)N2CCCCC2)C1 (stereo unspecified)	1.4	5.8	-1.5	-3.5	1.3	-15.1	0.9	13.8
CCn1c2ccccc2c2cc(NC(=O)C(C)OC(=O)c3ccc(NC(=O)CC#N)cc3)ccc21 (stereo unspecified)	-10.2	-1.8	-19.8	-2.2	-3.0	-10.9	0.7	-21.3
Cc1cccc(S(=O)(=O)Nc2ccc(-c3nc4ccc(C)cc4s3)cc2)c1	-3.2	31.2	-9.6	-2.6	3.0	26.1	5.0	-397.5
O=C1CCC/C=C/C[C@@H](CC(=O)N(CCO)Cc2ccccc2)C(=O)NC[C@H](c2ccccc2)O1	-11.0	1.0	7.2	-11.4	-2.1	6.0	-1.4	6.0
O=C(NCc1ccc2c(c1)OCO2)c1nc(S(=O)(=O)Cc2ccccc2F)ncc1Cl	9.3	-8.0	29.0	1.2	3.7	3.6	1.4	-23.9
Cn1c(-c2ccccc2)cnc1NCc1ccc(-c2ccccc2)cc1	6.9	-4.8	13.7	0.5	-3.0	-4.6	3.2	4.4
O=C(Cc1ccccc1Cl)NC1(O)C(=O)c2ccccc2C1=O	4.0	-9.6	-8.7	-5.2	3.5	37.9	1.8	67.3*
Cc1ccc2[nH]c(=O)c(CN(CCCN3CCOCC3)Cc3nnnn3C3CCCC3)cc2c1	-4.4	3.2	-11.2	-6.8	-8.7	5.5	-0.8	-61.3
COc1ccc(C2(CNC(=O)Cc3ccccc3)CCCC2)cc1OC	-0.5	-1.0	-19.1	14.3	0.8	-26.5	1.4	30.1
COc1ccc2nc(SCC(=O)Nc3ccccc3C#N)[nH]c2c1	11.4	4.3	-10.0	-4.2	0.8	-13.0	0.5	-0.5
CC(=O)c1ccc(NS(=O)(=O)c2ccc(C)cc2)cc1	-9.7	-2.9	-27.2	-5.9	3.2	-1.4	-0.6	-36.3
Cc1ccc(S(=O)(=O)NNC(=O)c2cccs2)c(C)c1	3.6	6.0	-8.9	6.3	0.8	5.5	-1.7	7.5
CC(C)CN(C(=O)COc1cccc(-n2cnnn2)c1)C1CCS(=O)(=O)C1 (stereo unspecified)	-4.5	3.3	1.1	-2.3	-0.4	5.1	1.0	10.5
CCOc1ccc2nc(SCC(=O)Nc3ccc4[nH]c(=O)[nH]c4c3)[nH]c2c1	-11.0	-6.7	33.9	15.0	1.0	-10.4	-0.2	-21.4
CS(=O)(=O)Nc1ccc(C(=O)N2CCCC2)cc1	-4.8	-2.7	-2.7	-1.6	-0.8	-5.4	0.4	12.3
COc1ccc(NC(=S)N(CCN(C)C)C(C)c2ccco2)cc1 (stereo unspecified)	-4.3	-1.8	1.7	-10.3	-2.7	-2.7	-1.1	13.3
CCn1cc(C(=O)O)c(=O)c2cnc(N3CCN(C(=S)NC(=O)c4ccccc4Cl)CC3)nc21	5.4	3.7	-0.2	-7.1	0.5	-6.9	.	.
CCCC(=O)NC(=S)Nc1ccccc1F	-3.5	-0.1	-0.3	-1.4	-0.8	-7.4	-0.1	17.8
CCOc1ccccc1C(=O)NCC(=O)NCCSc1ccc(Br)cc1	.	-5.3	2.6	-4.2	1.5	.	1.0	9.8
CCOC(=O)C1(C(F)(F)F)N=C(C(F)(F)F)Nc2cc(C)c(C)cc21 (stereo unspecified)	-3.3	-1.5	17.8	-4.0	0.2	-6.3	0.5	3.3
O=C(Cc1ccccc1)N/N=C/c1ccc(OC(=O)/C=C\c2ccco2)cc1	5.2	-11.8	1.5	-2.8	0.5	-15.2	-0.4	3.0
Cc1cc(C)nc(-n2nc(C)c(Sc3ccc(F)cc3)c2N)n1	.	14.6	21.1	-9.1	-0.3	.	-0.8	5.9
O=C(COC(=O)CCN=C1NS(=O)(=O)c2ccccc21)NNC(=O)c1ccccc1	3.4	0.2	-3.1	0.1	-0.3	1.8	-1.6	2.8
NC(=O)CC(NC(=O)Cc1ccc(Br)cc1)c1ccc(N2CCC(N3CCCC3)CC2)c([N+](=O)[O-])c1 (stereo unspecified)	5.7	4.0	6.3	-1.6	-0.3	-15.7	-0.6	11.7
COc1cccc(NC(=O)c2ccccc2N2C(=O)C3C4C=CC(C4)C3C2=O)c1 (stereo unspecified)	-4.1	-3.5	5.6	-7.6	0.5	0.7	-1.2	5.9
COc1ccc(CNC(=O)N2CCN(S(=O)(=O)c3ccccc3)CC2)cc1	-3.8	-8.2	-2.8	-3.1	-0.9	-1.7	0.6	4.3
COc1ccc(-c2cc(C(=O)NCc3ccco3)c3ccccc3n2)c(OC)c1	5.2	-4.7	14.0	-4.2	-1.2	-7.5	-1.7	-380.9
Cc1csc(=Nc2ccccc2)n1CCCN1CCCC1=O	8.6	-0.2	11.3	1.5	-0.5	5.2	-1.9	11.4
